# CendR NRP1 mod = modulators of CendR peptide binding to NRP-1, primary screen, biochemical, fluorescence polarization, uHTS | Neuropilin-1 (Homo sapiens), O14786 | FAM-RPARPAR peptide binding to NRP-1 | inhibition, % at 25 µM | hit rate 0.85% among 360,000;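 active = inhibition or corrected inhibition above about 18%, plus a signal ratio from 0.5 to 1.5, limit read from the data, passing the limit was not always enough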; also: strong numbers were not always called active
# MsrA act = bovine MsrA enzyme activators, primary screen, biochemical, absorbance, HTS; Methionine sulfoxide reductase A (Bos taurus); purified bovine MsrA, absorbance read-out; activation, % at 10.6 µM; hit rate 0.3% among 360,000; in the data active = activation above about 7.5%;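 also: 0% = vehicle and 100% = reference activator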
# SKN-1 block = suppressors of acrylamide-induced Pgst-4::GFP reporter in worms, primary screen, SKN-1 inhibitor project, whole organism, uHTS, GFP/RFP fluorescence ratio, strain VP596 | C. elegans VP596 Pgst-4::GFP/RFP ratio, 24 h | hit rate 0.49% among 360,000 | AID 624304, 2012 | inhibition, % at 21.8 µM;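 active = interference check ratio from 0.5 to 1.5 plus GFP to RFP signal ratio inhibition reaching or exceeding a fixed threshold, cut at about 30% in these data, passing the limit was not always enough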; also: some compounds called inactive have numbers as strong as hits
# Neddylation inh = inhibitors of cullin neddylation, primary screen, biochemical, TR-FRET, uHTS, NAE and Ubc12 | NEDD8-conjugating enzyme Ubc12 (Homo sapiens) + NEDD8-activating enzyme E1 regulatory … | calls only at 25 µM | hit rate 0.58% among 360,000 | AID 651699, 2012; in the data active = inhibition above about 36%
# MT1-MMP act inh = blockers of MT1-MMP proenzyme processing, primary screen, HT1080 RFP-PRO-GFP cells, GFP/RFP fluorescence | GFP/RFP ratio fluorescence, overnight; percent of plate control window, DMSO zero | GFP/RFP ratio change, % at 20 µM | hit rate 0.061% among 360,000;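 active = GFP/RFP ratio change of at least 30% with cell ATP level not reduced by more than half and red fluorescence within 50% of control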; also: strong numbers were not always called active
#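 Test system: HT1080 RFP-PRO-GFP cells; Benchmarks: DMSO and RFP-L50D-GFP cell wells; Timing: cells overnight before dosing, compound overnight, 37 °C, 5% CO2; Compound: one 20 µM compound dose with 1% DMSO; Read-out: GFP/RFP fluorescence ratio.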
# Rin1-Abl PPI inh = inhibitors of Rin1-Abl protein binding, primary screen, biochemical, TR-FRET; Tyrosine-protein kinase ABL1 (Homo sapiens) + Ras and Rab interactor 1 (Homo sapiens), …; inhibition, % at 7.35 µM; hit rate 0.4% among 360,000; in the data active = inhibition above about 5%, passing the limit was not always enough
# Target sequence (P00519 whole entry, looked up): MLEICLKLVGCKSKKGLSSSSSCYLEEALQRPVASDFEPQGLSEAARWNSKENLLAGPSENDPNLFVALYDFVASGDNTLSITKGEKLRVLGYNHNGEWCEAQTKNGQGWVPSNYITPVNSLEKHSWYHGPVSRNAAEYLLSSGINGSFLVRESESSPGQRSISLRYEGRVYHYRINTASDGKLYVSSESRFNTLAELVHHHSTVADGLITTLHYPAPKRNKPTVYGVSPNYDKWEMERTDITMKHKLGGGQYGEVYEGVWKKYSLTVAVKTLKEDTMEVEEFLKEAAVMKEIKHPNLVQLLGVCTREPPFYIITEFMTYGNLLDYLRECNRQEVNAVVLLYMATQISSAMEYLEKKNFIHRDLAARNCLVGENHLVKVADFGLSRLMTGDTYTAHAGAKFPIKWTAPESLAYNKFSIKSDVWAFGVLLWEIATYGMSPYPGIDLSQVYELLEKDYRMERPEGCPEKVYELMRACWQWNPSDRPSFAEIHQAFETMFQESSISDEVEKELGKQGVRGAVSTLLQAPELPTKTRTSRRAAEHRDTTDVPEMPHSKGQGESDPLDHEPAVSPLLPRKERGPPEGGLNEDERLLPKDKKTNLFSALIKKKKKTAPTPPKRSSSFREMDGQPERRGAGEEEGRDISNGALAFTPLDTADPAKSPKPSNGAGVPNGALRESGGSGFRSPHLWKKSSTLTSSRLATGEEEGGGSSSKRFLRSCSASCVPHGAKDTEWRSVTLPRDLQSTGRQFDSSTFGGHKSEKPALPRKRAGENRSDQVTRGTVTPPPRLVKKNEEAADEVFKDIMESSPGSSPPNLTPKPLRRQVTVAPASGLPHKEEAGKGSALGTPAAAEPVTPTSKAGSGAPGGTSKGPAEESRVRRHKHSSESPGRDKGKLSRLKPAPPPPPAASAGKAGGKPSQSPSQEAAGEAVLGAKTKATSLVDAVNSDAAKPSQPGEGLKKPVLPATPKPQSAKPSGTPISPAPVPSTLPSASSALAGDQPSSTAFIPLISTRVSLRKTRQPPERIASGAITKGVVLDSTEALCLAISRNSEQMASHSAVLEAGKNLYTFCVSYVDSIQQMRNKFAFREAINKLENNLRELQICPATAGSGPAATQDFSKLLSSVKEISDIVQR
# Target sequence (Q13671 whole entry, looked up): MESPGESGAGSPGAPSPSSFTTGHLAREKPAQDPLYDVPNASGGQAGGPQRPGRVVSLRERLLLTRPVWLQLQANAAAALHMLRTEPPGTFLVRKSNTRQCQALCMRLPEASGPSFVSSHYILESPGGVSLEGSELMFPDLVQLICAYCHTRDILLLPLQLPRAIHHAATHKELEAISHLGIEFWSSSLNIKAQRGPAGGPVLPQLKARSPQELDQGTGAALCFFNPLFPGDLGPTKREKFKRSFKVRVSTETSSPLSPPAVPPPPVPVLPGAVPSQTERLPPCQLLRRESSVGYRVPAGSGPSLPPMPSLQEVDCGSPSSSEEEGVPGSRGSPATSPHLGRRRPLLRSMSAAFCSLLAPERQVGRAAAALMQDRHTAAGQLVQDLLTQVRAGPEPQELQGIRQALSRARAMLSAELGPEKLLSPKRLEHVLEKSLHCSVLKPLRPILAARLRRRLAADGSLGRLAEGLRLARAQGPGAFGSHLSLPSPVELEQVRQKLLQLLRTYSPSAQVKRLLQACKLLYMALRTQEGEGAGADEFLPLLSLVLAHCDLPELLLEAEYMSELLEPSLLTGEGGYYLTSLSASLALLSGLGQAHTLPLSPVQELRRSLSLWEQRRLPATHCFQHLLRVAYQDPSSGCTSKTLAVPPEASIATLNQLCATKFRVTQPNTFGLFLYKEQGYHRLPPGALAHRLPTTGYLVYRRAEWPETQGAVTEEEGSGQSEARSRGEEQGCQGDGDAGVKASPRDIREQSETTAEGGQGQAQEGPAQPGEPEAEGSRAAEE
# MsrA inh = bovine MsrA enzyme inhibitors, primary screen, biochemical, absorbance, HTS | inhibition, % at 15.5 µM | AID 651718, 2012 | purified bovine MsrA, absorbance read-out | Methionine sulfoxide reductase A (Bos taurus) | hit rate 0.75% among 360,000; in the data active = inhibition above about 4.5%;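 also: 0% = vehicle wells with enzyme and 100% = reference inhibitor wells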
# E coli Lon inh = inhibitors of E. coli Lon protease, primary screen, biochemical, fluorescence polarization; inhibition, % at 7.94 µM; AID 602123, 2011; hit rate 0.42% among 360,000; purified E. coli Lon protease; in the data active = inhibition above about 13%, passing the limit was not always enough;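 also: 0% = enzyme with probe and DMSO and 100% = no enzyme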
# FAS-TE inh = FAS thioesterase domain inhibitors, primary screen, biochemical, fluorescence intensity, uHTS; Fatty acid synthase (Homo sapiens), P49327; recombinant FAS-TE, OMFH fluorogenic substrate, fluorescence endpoint; inhibition, % at 15 µM; hit rate 0.67% among 360,000; AID 602261, 2012;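 active = compounds whose normalised, plate-corrected inhibition of enzyme fluorescence in the single-dose primary screen is 50% or more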;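 also: 0% = DMSO with enzyme and 100% = substrate without enzyme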
# Starred values were filed as active, the others as inactive; i = inactive; . = not tested or not shown.
SMILES,CendR NRP1 mod,MsrA act,SKN-1 block,Neddylation inh,MT1-MMP act inh,Rin1-Abl PPI inh,MsrA inh,E coli Lon inh,FAS-TE inh
COc1ccc(C(=O)NCCSc2ccccc2)cc1,-11,-1,9,i,1,2,-0.4,-12,-3
COc1ccccc1/C=C/C=N/N1CCN(c2ccccn2)CC1,-10,-4,12,i,-2,-3,0.6,-2,-3
COc1ccc(-c2nn(-c3ccccc3)cc2C(=O)Nc2ccc(C(=O)O)cc2)cc1,-4,-10,-13,i,-4,4,0.8,-2,-4
COc1ccc(CCNC(=S)N2CCC(C(N)=O)CC2)cc1,0,2,2,i,1,0,2.7,-5,-4
CCCCN(C)C(=O)Cn1cnc2sc(C)c(S(=O)(=O)N3CCN(c4ccccc4OC)CC3)c2c1=O,13,0,-11,i,0,3,-0.4,8,12
CC(C)CN1CCN(Cc2cccn2-c2cccnc2)CC1CCO (centres undefined),0,-3,3,i,-2,1,0.7,-5,-4
CCCCNC(=O)c1nc(C2CCN(S(=O)(=O)c3ccc(S(C)(=O)=O)cc3)CC2)oc1-c1ccccc1,-3,.,8,i,-3,.,-0.7,.,.
O=C(CSc1nc2ccccc2[nH]1)N1CCN(S(=O)(=O)c2ccc(Cl)cc2)CC1,14,-1,-2,i,.,0,0.4,4,1
Cn1c(=O)c2c(nc(Br)n2C)n(C)c1=O,0,-8,-13,i,-2,0,0.9,-8,-2
COc1ccccc1NC(=O)c1cc(-c2ccc(OC)c(OC)c2)nc2ccccc12,-1,0,2,i,-6,0,0.5,-2,12
COc1ccc(CC(=O)Nc2cc(NC(=O)Cc3ccc(OC)c(OC)c3)cc(C(=O)O)c2)cc1OC,3,-10,-1,i,-1,2,-0.5,-11,-9
FC(F)(F)c1ccnc(Oc2ccc(C3=NCCS3)cc2)c1,5,1,45*,i,7,-4,0.0,10,7
COc1ccc(-c2noc(CCC(=O)NCCCN3CCC(C)CC3)n2)cc1,3,-3,0,i,10,1,-0.2,-4,-4
CCc1nc2c(OCc3ccc(F)cc3)cccn2c1N(C)C(=O)c1ccc(C)cc1,10,-1,-5,i,0,-2,0.8,-3,10
CC1CN(C(=O)CSc2nc(-c3ccc(F)cc3)cs2)CC(C)O1 (centres undefined),9,0,13,i,0,1,-0.8,8,-11
COc1ccc(CN2C(=O)C(CC(=O)NCc3ccco3)CC(C(=O)N(C)C)=C2C)cc1 (centres undefined),3,1,2,i,0,-3,-0.1,-3,-10
CCCOc1c(Br)cc(C(=O)OCC(=O)NC(=O)c2cccn2C)cc1OC,-2,0,1,i,-4,5,-0.1,-8,-2
COc1ccc(/C=N/NC(=O)c2ccncc2)cc1CSc1nc2ccccc2s1,0,-4,8,i,-3,-3,2.5,13,9
COc1ccc(C(CNC(=O)c2cccc(S(=O)(=O)N3CCOCC3)c2)N2CCCC2)cc1 (centres undefined),-5,-8,-2,i,-6,-2,0.6,-12,-6
O=C(NNc1cccc(Cl)n1)Nc1cccc(C(F)(F)F)c1,4,-1,10,i,0,1,-0.4,-2,15

# Full records, looked up by structure. Order of values: CendR NRP1 mod, MsrA act, SKN-1 block, Neddylation inh, MT1-MMP act inh, Rin1-Abl PPI inh, MsrA inh, E coli Lon inh, FAS-TE inh
# `COc1ccc(CC(=O)Nc2cc(NC(=O)Cc3ccc(OC)c(OC)c3)cc(C(=O)O)c2)cc1OC` across the screens: 3, -10, -1, i, -1, 2, -0.5, -11, -9
# `COc1ccc(CN2C(=O)C(CC(=O)NCc3ccco3)CC(C(=O)N(C)C)=C2C)cc1` (centres undefined) across the screens: 3, 1, 2, i, 0, -3, -0.1, -3, -10
# `COc1ccccc1NC(=O)c1cc(-c2ccc(OC)c(OC)c2)nc2ccccc12` across the screens: -1, 0, 2, i, -6, 0, 0.5, -2, 12
# `CCCCNC(=O)c1nc(C2CCN(S(=O)(=O)c3ccc(S(C)(=O)=O)cc3)CC2)oc1-c1ccccc1` across the screens: -3, ., 8, i, -3, ., -0.7, ., .
# `O=C(NNc1cccc(Cl)n1)Nc1cccc(C(F)(F)F)c1` across the screens: 4, -1, 10, i, 0, 1, -0.4, -2, 15

# (cont.)
SMILES,CendR NRP1 mod,MsrA act,SKN-1 block,Neddylation inh,MT1-MMP act inh,Rin1-Abl PPI inh,MsrA inh,E coli Lon inh,FAS-TE inh
COC(=O)c1ccc(N2CCN(C)CC2)c(NC(=O)c2cccnc2)c1,-6,-1,8,i,-2,-6,-0.6,0,-4
O=C(CCNS(=O)(=O)c1ccc(Br)cc1)NNC(=O)C1COc2ccccc2O1 (centres undefined),-3,-8,6,i,-3,4,-0.1,-1,-6
COc1ccc(C2=NS(=O)(=O)N(C)C(C(=O)Nc3ccc(F)cc3F)=C2)cc1,-3,-3,5,i,-2,1,3.8,-4,14
COC(=O)C1=C(C)NC(C)=C(C(=O)OC)C1C(=O)OCC(=O)c1ccc(F)cc1,3,-6,-6,i,1,-4,0.5,4,0
Cc1ccc(S(=O)(=O)N2CCC(C(=O)NC3CCCCC3C)CC2)cc1 (centres undefined),6,4,22,i,0,1,-0.4,8,0
O=C1CC2C(=O)NCCN2C(=NC(=O)c2ccc(Cl)cc2)N1 (centres undefined),-1,-3,-6,i,2,-1,0.9,7,-5
O=C(CC1CCCCC1)N=C1SC2CS(=O)(=O)CC2N1c1ccccc1 (centres undefined),0,-1,15,i,3,6,-0.5,3,5
Cc1ccc(S(=O)(=O)N2CCCC2C(=O)NC2CCCCC2)cc1 (centres undefined),3,2,3,i,4,-1,1.2,1,-6
CC(CCN1CCN(CCO)CC1)c1ccccc1 (centres undefined),4,0,11,i,-1,0,-1.8,-6,-6
Oc1ccc(-c2[nH]ncc2-c2ccc(Br)cc2)c(O)c1,4,-6,3,i,3,2,0.0,5,-133
CCN1CCCC(NC(=O)c2cc([N+](=O)[O-])ccc2OC)C1 (centres undefined),1,-10,0,i,-4,0,0.4,-7,-8
CN(C)CCCN(Cc1ccc2c(c1)OCO2)C(=O)NC1CCCCC1,-5,-1,9,i,-5,0,0.3,-3,1
O=S(=O)(Nc1ccccc1Cl)c1ccc(NS(=O)(=O)c2cccs2)cc1,-8,7.7*,-10,i,0,0,-0.8,-2,-4
CCC(C)Sc1ccc([C@H]2N[C@@](Cc3ccccc3)(C(=O)OC)[C@H]3C(=O)N(CC)C(=O)[C@@H]23)cc1 (some centres undefined),-2,2,-14,i,-1,4,1.6,2,38
Cn1ccc(C(=O)Nc2sc3c(c2C(N)=O)CCCCC3)n1,-11,-2,0,i,-4,1,-0.2,-12,-4
C=C(c1ccc2nc(NC(=O)OC)[nH]c2c1)c1cccs1,-6,-2,-62,i,21,0,0.8,-1,6
CCC1Oc2ccccc2N(CC(=O)Nc2ccc(OC)cc2OC)C1=O (centres undefined),-4,-4,-13,i,5,-1,0.2,-5,-2
CN(C)C(CNC(=O)CCNC(=O)c1ccc(Cl)cc1)c1ccco1 (centres undefined),-3,-2,3,i,4,3,1.5,-9,-8
COC(=O)C1(CCSC)NC(c2ccc(O)cc2)C2C(=O)N(c3ccc4c(c3)OCCO4)C(=O)C21 (centres undefined),2,-2,-21,i,0,4,0.9,-4,-4
N#Cc1ccc(C#Cc2ccc3oc4ccccc4c(=O)c3c2)cc1,-2,-1,20,i,2,0,-0.8,6,-11

# 6 consecutive compounds already listed, quoted:
SMILES,CendR NRP1 mod,MsrA act,SKN-1 block,Neddylation inh,MT1-MMP act inh,Rin1-Abl PPI inh,MsrA inh,E coli Lon inh,FAS-TE inh
COC(=O)c1ccc(N2CCN(C)CC2)c(NC(=O)c2cccnc2)c1,-6,-1,8,i,-2,-6,-0.6,0,-4
O=C(CCNS(=O)(=O)c1ccc(Br)cc1)NNC(=O)C1COc2ccccc2O1 (centres undefined),-3,-8,6,i,-3,4,-0.1,-1,-6
COc1ccc(C2=NS(=O)(=O)N(C)C(C(=O)Nc3ccc(F)cc3F)=C2)cc1,-3,-3,5,i,-2,1,3.8,-4,14
COC(=O)C1=C(C)NC(C)=C(C(=O)OC)C1C(=O)OCC(=O)c1ccc(F)cc1,3,-6,-6,i,1,-4,0.5,4,0
Cc1ccc(S(=O)(=O)N2CCC(C(=O)NC3CCCCC3C)CC2)cc1 (centres undefined),6,4,22,i,0,1,-0.4,8,0
O=C1CC2C(=O)NCCN2C(=NC(=O)c2ccc(Cl)cc2)N1 (centres undefined),-1,-3,-6,i,2,-1,0.9,7,-5

# (further entries)
SMILES,CendR NRP1 mod,MsrA act,SKN-1 block,Neddylation inh,MT1-MMP act inh,Rin1-Abl PPI inh,MsrA inh,E coli Lon inh,FAS-TE inh
O=[N+]([O-])c1ccc(C2=Nn3c(Cn4nnc5ccccc54)nnc3SC2)cc1,0,-2,4,i,4,-3,0.2,-3,12
Cc1ccc(-n2c(C)cc(=O)cc2C)cc1[N+](=O)[O-],3,-3,7,i,7,-2,0.1,4,-3
CC1O[C@@H](O[C@H](C)CC/C=C/C(=O)O)C(O)C[C@H]1O (some centres undefined),-2,-2,6,i,0,2,0.2,5,-7
COc1ccc(CN2CCN(C(=O)CC(C)C)CC2)cc1OC,6,2,4,i,0,-2,0.2,-4,-7
Nc1nnc(SCC(=O)OCC(=O)Nc2ccc(Br)cc2)s1,-2,-2,6,i,2,-2,0.1,-11,-15
C=CCc1cc(/C=C/c2nc(O)c([N+](=O)[O-])c(=O)[nH]2)cc(OC)c1O,-19,-6,3,i,1,1,4.0,6,1
COc1cccc(NC(=O)c2cccnn2)c1,11,-1,16,i,-1,-2,-0.4,3,-6
CC(=O)Nc1ccc(NC(=O)C23CC4CC(C2)CC(n2cnc(Br)n2)(C4)C3)cc1,6,-1,5,i,2,3,-1.2,1,-7
O=C(Nc1ccccc1C(=O)N/N=C/c1ccncc1)c1ccccc1,-16,5,-2,i,2,2,0.3,0,-6
CC1CCCCN1CC(=O)Nc1ccc2c(c1)OCO2 (centres undefined),-1,3,-3,i,-4,2,-0.1,-6,-10
O=c1[nH]c(/C=C\c2ccc(O)c(O)c2)nc(O)c1[N+](=O)[O-],30,-5,7,i,7,8.3*,1.6,18,-3
O=C(Nc1ccccc1N1CCCCC1)c1ccc2nccnc2c1,3,-2,-12,i,-1,-3,-0.5,-6,16
CSCCC(NC(=O)c1ccccc1Br)C(=O)NCC(C)(C)N1CCOCC1 (centres undefined),7,-2,4,i,2,4,0.2,-4,1
CCCn1c(O)c(N=N)c2ccccc21,0,-6,8,i,-6,-4,1.2,-5,-1
COc1cc(-c2ccc(NC(=O)c3ccc(C)cc3)c(OC)c2)ccc1NC(=O)c1ccc(C)cc1,-7,-9,-6,.,5,2,0.0,3,0
COc1ccc2c(c1)CN(C)S(=O)(=O)c1ccccc1-2,3,-1,0,i,2,-2,0.5,-13,-3
COc1ccccc1-c1ncn(Cc2cccc(-c3ccccc3)c2)c1-c1ccco1,-20,.,7,i,-6,.,-0.7,.,.
CCOC(=O)C1(CCC(C)C)CC(CSc2nc3ccccc3[nH]2)OC1=O (centres undefined),5,-3,2,i,0,-3,-0.7,-20,8
Cc1ccc2ncccc2c1NS(=O)(=O)c1ccccc1,8,1,-13,i,3,2,-0.7,3,-5
